Screening results deposited in PubChem BioAssay by Broad Institute.
IDH1 R132H inh – inhibitors of IDH1 R132H reductase, primary screen, biochemical, plate reader, single point | 0.18% of 70,000 active | AID 624101, 2012 | inhibition, % at 10 µM | diaphorase/resazurin fluorescence, 60 min; in the data active = inhibition above about 34%;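 note: 0% = DMSO and 100% = no enzyme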
Target sequence (O75874 whole entry R132H): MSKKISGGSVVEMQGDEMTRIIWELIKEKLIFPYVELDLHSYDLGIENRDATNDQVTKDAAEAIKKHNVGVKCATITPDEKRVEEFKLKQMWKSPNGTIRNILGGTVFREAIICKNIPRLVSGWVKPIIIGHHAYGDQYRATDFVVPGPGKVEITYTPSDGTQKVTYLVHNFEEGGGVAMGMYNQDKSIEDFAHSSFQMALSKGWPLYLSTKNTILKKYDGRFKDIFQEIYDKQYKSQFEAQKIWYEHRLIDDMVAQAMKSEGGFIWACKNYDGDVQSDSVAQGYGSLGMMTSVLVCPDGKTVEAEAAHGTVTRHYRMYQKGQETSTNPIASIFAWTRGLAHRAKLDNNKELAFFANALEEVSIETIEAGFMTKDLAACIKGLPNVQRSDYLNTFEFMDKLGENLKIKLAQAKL
PRC2 inh – EZH2/PRC2 methyltransferase inhibitors, primary screen, biochemical, DELFIA time-resolved fluorescence, single point; PRC2 H3K27 methylation, DELFIA TRF, 1 h; inhibition, % at 12.5 µM; 0.35% of 57,000 active; AID 651548, 2012;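 active = mean inhibition of replicates at least 50% and every single replicate also reaching 50%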;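 note: dimethyl H3K27 on biotinylated H3 21-44 peptide detected by antibody; plate controls were median neutral control wells for no effect and median positive control wells for full effect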
The depositor's hits bear a star; / = no result given; & = joins results of further samples. Not all compounds are listed (hit frequency here may not be typical).

Values in the order: PRC2 inh, IDH1 R132H inh
1. COc1ccc(-c2cnc3c(c2)C(=O)N([C@H](C)CO)C[C@H](C)[C@H](CN(C)Cc2ccncc2)O3)cc1
→ -6.6, 2.5
2. CC(C)CC#Cc1ccc2c(c1)O[C@@H](CN(C)C(=O)Cc1ccccn1)[C@H](C)CN([C@@H](C)CO)S2(=O)=O
→ -11.1, -0.6
3. C[C@@H]1CCCCO[C@@H](CN(C)Cc2ccc3c(c2)OCO3)[C@@H](C)CN([C@@H](C)CO)C(=O)c2cc(N(C)C)ccc2O1
→ -4.9, /
4. CCC(=O)Nc1ccc2c(c1)OC[C@H](C)N(Cc1ccccn1)C[C@@H](C)[C@H](OC)CN(C)C2=O
→ 6.1, 0.3
5. NC(=O)CSc1nc(-c2ccccc2)nc2sc3c(c12)CCCC3
→ -4.5, 0.5
6. COc1ccccc1S(=O)(=O)N[C@H]1CC[C@H](CCNC(=O)C2CC2)O[C@H]1CO
→ 0.8, 0.3
7. CC(C)NC(=O)N(C)C[C@@H]1Oc2cc(C3=CCCC3)ccc2S(=O)(=O)N([C@@H](C)CO)C[C@H]1C
→ 1.9, 7.9
8. CNC[C@@H]1Oc2cc(C3=CCCC3)ccc2S(=O)(=O)N([C@@H](C)CO)C[C@H]1C
→ -0.7, 0.4
9. C[C@@H]1CN([C@H](C)CO)C(=O)c2cc(NC(=O)CCCN(C)C)ccc2O[C@@H](C)CCCCO[C@H]1CN(C)S(=O)(=O)c1ccc(Cl)cc1
→ /, 0.8
10. CC(C)NC(=O)Nc1ccc2c(c1)C(=O)N([C@@H](C)CO)C[C@H](C)[C@@H](CN(C)Cc1ccc(C(=O)O)cc1)OCCCC[C@H](C)O2
→ /, 1.3
11. C[C@H](CO)N1C[C@H](C)[C@H](CN(C)S(=O)(=O)c2cccs2)Oc2ccc(NC(=O)Cn3cnnn3)cc2C1=O
→ /, 0.9
12. COc1cc(C(=O)NCc2cccnc2)c([N+](=O)[O-])cc1OC
→ 3.6, 0.3
13. C[C@H]1CCCCO[C@@H](CN(C)Cc2ccc(C(=O)O)cc2)[C@@H](C)CN([C@@H](C)CO)C(=O)c2cc(NC(=O)c3ccncc3)ccc2O1
→ /, 1.2
14. CO[C@H]1CN(C)C(=O)c2cc(NS(=O)(=O)c3cn(C)cn3)ccc2OC[C@H](C)N(CCC(F)(F)F)C[C@@H]1C
→ -2.7, 0.3
15. COc1cc(-c2nnc(SCC(=O)c3ccc(Cl)cc3)n2-c2ccccc2)cc(OC)c1OC
→ -2.7, 0.0

Other structures follow:
Values in the order: PRC2 inh, IDH1 R132H inh
16. CO[C@@H]1CN(C)C(=O)c2cc(NC(=O)Nc3cccc(F)c3)ccc2OC[C@@H](C)N(C)C[C@H]1C
→ -15.8, -0.2
17. O=C(C[C@H]1C[C@H]2c3cc(NC(=O)CC4CC4)ccc3O[C@H]2[C@H](CO)O1)NCc1ccc(-c2ccccc2)cc1
→ -1.2, 0.5
18. C[C@H]1CN([C@@H](C)CO)S(=O)(=O)c2ccc(C#CC(C)(C)O)cc2O[C@@H]1CN(C)C(=O)C1CCCCC1
→ -20.4, /
19. O=C(N[C@@H]1CC[C@H](CCn2cc(C3CC3)nn2)O[C@@H]1CO)c1cccnc1
→ -0.5, -0.5
20. C[C@H](CO)N1C[C@H](C)[C@@H](CN(C)Cc2ccc(C(=O)O)cc2)Oc2ccc(NS(=O)(=O)c3ccc(F)cc3)cc2CC1=O
→ /, 3.3
21. CCC(=O)N1C[C@@H](C)[C@@H](OC)CN(C)C(=O)c2cc(NC(=O)c3cc(C)on3)ccc2OC[C@@H]1C
→ 4.5, 0.3
22. O=C(C[C@H]1CC[C@H](NC(=O)C2CC2)[C@@H](CO)O1)NCC1CC1
→ 3.4, 0.3
23. COc1ccc(NC(=O)N(C)C[C@H]2OCCCC[C@H](C)Oc3ccc(NC(=O)CCC(F)(F)F)cc3C(=O)N([C@@H](C)CO)C[C@@H]2C)cc1
→ /, 6.7
24. C[C@H](CO)N1C[C@H](C)[C@H](CN(C)C(=O)NC2CCCC2)OCc2cn(nn2)CCCC1=O
→ 0.2, 2.1
25. C[C@@H]1CN([C@@H](C)CO)C(=O)Cc2cc(NC(=O)CCC(F)(F)F)ccc2O[C@H]1CN(C)Cc1ccc(Cl)c(Cl)c1
→ /, 0.3
26. C[C@H](CO)N1C[C@H](C)[C@H](CN(C)C(=O)c2ccccc2)OCCCC[C@H](C)Oc2ccc(NS(C)(=O)=O)cc2C1=O
→ -2.3, -0.1
27. Cc1ccn2cc(-c3cccc(NS(=O)(=O)c4cccc([N+](=O)[O-])c4)c3)nc2c1
→ 30.9, 0.2
28. COc1cccc(C(=O)Nc2ccc3c(c2)C(=O)N(C)C[C@H](OC)[C@@H](C)CN(C)[C@H](C)CO3)c1
→ 1.0, -0.3
29. C[C@@H]1CN([C@H](C)CO)C(=O)c2cccc(NC(=O)c3cnccn3)c2O[C@H]1CN(C)C(=O)Nc1ccc(F)cc1
→ -1.9, 2.4
30. C[C@H](CO)N1C[C@H](C)[C@H](CN(C)C(=O)c2ccc3c(c2)OCO3)Oc2ncc(C3=CCCC3)cc2C1=O
→ -0.6, /

(more compounds)
Values in the order: PRC2 inh, IDH1 R132H inh
31. C[C@H](NC(=O)C[C@H]1C[C@@H]2c3cc(NC(=O)CC4CC4)ccc3O[C@@H]2[C@H](CO)O1)c1ccccc1
→ -5.6, 0.1
32. O=C(NCc1ccco1)C1CCC(N2C(=O)C3C4CCC(C4)C3C2=O)CC1 (stereo unspecified)
→ /, 1.7
33. COc1ccc(NC(=O)COc2ccc(CO)cc2OC)cc1
→ -1.4, -0.2
34. C[C@@H]1CN([C@@H](C)CO)C(=O)Cc2cc(NS(C)(=O)=O)ccc2O[C@@H]1CN(C)S(=O)(=O)c1ccc(Cl)cc1
→ /, 0.2
35. COC(=O)CCCCCCC(=O)N/N=C/c1ccc(-c2cccc(Cl)c2)o1
→ 54.4*, 0.8
36. O=C(Nc1ccccc1)C1=C[C@@H](C2CCCCC2)C[C@@H](OCc2ccc(CO)cc2)O1
→ 30.1, /
37. Cc1noc(C)c1NC(=O)N(C)C[C@H]1OCCCC[C@@H](C)Oc2ccc(NC(=O)CCC(F)(F)F)cc2C(=O)N([C@@H](C)CO)C[C@@H]1C
→ /, 1.6
38. COc1ccc(Nc2nc(N)nc(CSc3nccn3C)n2)cc1
→ -10.9, 0.3
39. C[C@H](CO)N1C[C@H](C)[C@@H](CN(C)Cc2ccc3c(c2)OCO3)Oc2c(NC(=O)CCCCCC(=O)Nc3ccccc3N)cccc2C1=O
→ -9.3, -0.1
40. C[C@@H]1CN([C@@H](C)CO)C(=O)c2cccc(NS(=O)(=O)c3ccccc3)c2O[C@H]1CN(C)C
→ 2.2, -3.4
41. C[C@@H]1CCCCO[C@H](CN(C)C(=O)Cc2ccccc2)[C@@H](C)CN([C@@H](C)CO)C(=O)c2cc(NC(=O)Nc3ccc(F)cc3)ccc2O1
→ /, 2.2
42. CC(C)NC(=O)Nc1cccc2c1O[C@H](CN(C)S(=O)(=O)c1cn(C)cn1)[C@H](C)CN([C@H](C)CO)C2=O
→ /, 0.8
43. CCS(=O)(=O)N[C@@H]1CC[C@H](CC(=O)Nc2ccc(-c3ccccc3)cc2)O[C@@H]1CO
→ 12.0, -0.4
44. CC(C)NC(=O)N(C)C[C@H]1Oc2ccc(NC(=O)Cc3cn(C)c4ccccc34)cc2C(=O)N([C@H](C)CO)C[C@@H]1C
→ -5.3, -6.8
45. Cc1c(CCC(=O)O)c(=O)oc2cc(OCc3cccc(Cl)c3)ccc12
→ 13.5, -0.5

More compounds.
Values in the order: PRC2 inh, IDH1 R132H inh
46. C[C@@H]1CN([C@H](C)CO)C(=O)Cc2cc(NS(=O)(=O)c3ccccc3)ccc2O[C@H]1CN(C)S(C)(=O)=O
→ /, -1.0
47. CC(C)CC#Cc1cnc2c(c1)C(=O)N([C@@H](C)CO)C[C@@H](C)[C@H](CN(C)Cc1ccccc1C(=O)O)O2
→ -20.8, -1.8
48. Cc1ccc(S(=O)(=O)N(C)C[C@H]2OCCCC[C@H](C)Oc3ccc(NC(=O)C4CCCCC4)cc3C(=O)N([C@H](C)CO)C[C@@H]2C)cc1
→ /, 0.3
49. Cc1noc(C)c1NC(=O)N(C)C[C@@H]1Oc2c(NS(=O)(=O)c3cccs3)cccc2C(=O)N([C@H](C)CO)C[C@H]1C
→ /, 0.6
50. COc1cccc(NC(=O)N(C)C[C@@H]2Oc3ncc(/C=C/c4ccccc4)cc3C(=O)N([C@@H](C)CO)C[C@H]2C)c1
→ -20.6, -0.8
51. C/C=C/c1cnc2c(c1)C(=O)N([C@H](C)CO)C[C@H](C)[C@@H](CN(C)Cc1cncnc1)O2
→ 6.5, -0.1
52. CCCN1C[C@@H](C)[C@H](OC)CN(C)C(=O)c2ccc(NC(=O)c3ccccc3F)cc2OC[C@H]1C
→ -16.7, -0.7
53. C[C@@H]1CN([C@@H](C)CO)C(=O)c2cc(C#Cc3ccccn3)cnc2O[C@H]1CN(C)C(=O)c1cnccn1
→ /, -0.1
54. C[C@@H]1CCCCO[C@@H](CN(C)CC2CC2)[C@@H](C)CN([C@H](C)CO)C(=O)c2cc(NC(=O)CCCN(C)C)ccc2O1
→ /, 1.9
55. O=C(C[C@@H]1C=C[C@@H](NS(=O)(=O)c2ccccc2F)[C@H](CO)O1)NCCCN1CCOCC1
→ -0.1, 0.0
56. O=C(O)c1cccc(CSc2nc(-c3ccc(Cl)cc3)cc(C(F)(F)F)n2)c1
→ 50.1*, 0.8
57. CCCCCCCCc1ccc(-c2ccc(C(=O)O)cc2)cc1
→ 72.0*, -0.6
58. C[C@@H]1CN([C@H](C)CO)C(=O)Cc2cc(NC(=O)Cc3cn(C)c4ccccc34)ccc2O[C@H]1CN(C)C(=O)Nc1ccc(F)cc1
→ /, -21.2
59. CC(C)(C)NC(=O)CSc1nnc(-c2ccccc2Cl)n1-c1ccccc1
→ 8.7, 0.1
60. C[C@H]1CN([C@@H](C)CO)C(=O)c2cccc(NS(=O)(=O)c3ccccc3)c2O[C@@H]1CN(C)Cc1ccc(C(=O)Nc2ccccc2N)cc1
→ -13.7, 0.1

5 entries drawn at random from the list so far, as already listed:
Values in the order: PRC2 inh, IDH1 R132H inh
22. O=C(C[C@H]1CC[C@H](NC(=O)C2CC2)[C@@H](CO)O1)NCC1CC1
→ 3.4, 0.3
39. C[C@H](CO)N1C[C@H](C)[C@@H](CN(C)Cc2ccc3c(c2)OCO3)Oc2c(NC(=O)CCCCCC(=O)Nc3ccccc3N)cccc2C1=O
→ -9.3, -0.1
48. Cc1ccc(S(=O)(=O)N(C)C[C@H]2OCCCC[C@H](C)Oc3ccc(NC(=O)C4CCCCC4)cc3C(=O)N([C@H](C)CO)C[C@@H]2C)cc1
→ /, 0.3
52. CCCN1C[C@@H](C)[C@H](OC)CN(C)C(=O)c2ccc(NC(=O)c3ccccc3F)cc2OC[C@H]1C
→ -16.7, -0.7
24. C[C@H](CO)N1C[C@H](C)[C@H](CN(C)C(=O)NC2CCCC2)OCc2cn(nn2)CCCC1=O
→ 0.2, 2.1

Next part:
Values in the order: PRC2 inh, IDH1 R132H inh
61. COc1ccc(C#Cc2cnc3c(c2)C(=O)N([C@@H](C)CO)C[C@H](C)[C@H](CN(C)C)O3)cc1
→ 9.8, -0.5
62. CCCNC(=O)N(C)C[C@@H]1Oc2cc(C#C[C@H](C)O)ccc2S(=O)(=O)N([C@@H](C)CO)C[C@@H]1C
→ 5.3, /
63. O=C(N[C@H]1C=C[C@H](CC(=O)N2CCOCC2)O[C@@H]1CO)c1cccc(F)c1
→ 0.4, -0.1
64. C[C@@H]1CN([C@@H](C)CO)S(=O)(=O)c2ccc(-c3ccncc3)cc2O[C@H]1CN(C)C(=O)C1CCC1
→ 2.5, 8.4
65. COc1ccc(S(=O)(=O)N(C)C[C@@H]2Oc3ccc(NC(=O)Cn4cnnn4)cc3CC(=O)N([C@@H](C)CO)C[C@@H]2C)cc1
→ /, 0.0
66. CCCN(C)C[C@H]1Oc2cc(C#CC(C)(C)O)ccc2S(=O)(=O)N([C@@H](C)CO)C[C@H]1C
→ -1.5, -0.4
67. CN(C)CCCNC(=O)C[C@@H]1CC[C@@H](NS(=O)(=O)c2ccc(F)cc2)[C@H](CO)O1
→ -4.3, 0.1
68. COc1cc(-c2c(C)cc(O)cc2O[C@@H]2O[C@H](CO)[C@@H](O)[C@H](O)[C@H]2O)oc(=O)c1
→ /, -0.6
69. C[C@H](CO)N1C[C@H](C)[C@H](CN(C)Cc2ccccc2)Oc2ncc(-c3cccc(F)c3)cc2C1=O
→ -15.6&12.1, -1.3&-1.8
70. Cc1cc(C(=O)Nc2cccc3c2O[C@@H](CN(C)C(=O)Nc2ccccc2)[C@@H](C)CN([C@H](C)CO)C3=O)n(C)n1
→ 2.8, -1.4
71. C[C@H]1CN([C@@H](C)CO)C(=O)c2cc(NS(C)(=O)=O)ccc2O[C@@H]1CN(C)S(C)(=O)=O
→ /, 0.1
72. CC(C)NC(=O)N(C)C[C@@H]1OCCCC[C@H](C)Oc2ccc(NC(=O)Nc3ccc4c(c3)OCO4)cc2C(=O)N([C@@H](C)CO)C[C@H]1C
→ /, -3.8
73. O=C(C[C@H]1C[C@@H]2c3cc(NC(=O)Nc4ccccc4F)ccc3O[C@@H]2[C@@H](CO)O1)NCc1ccccn1
→ -5.9, 0.0
74. COc1ccc(NC(=O)N(C)C[C@H]2Oc3c(NS(=O)(=O)c4cccs4)cccc3C(=O)N([C@H](C)CO)C[C@H]2C)cc1
→ /, -7.0
75. Cn1c(SCC(=O)Nc2cccc(O)c2)nnc1-c1ccco1
→ -0.5, 0.4
76. COc1ccc(S(=O)(=O)N(C)C[C@@H]2OCCCC[C@@H](C)Oc3ccc(NC(=O)Nc4cccc5ccccc45)cc3C(=O)N([C@H](C)CO)C[C@H]2C)cc1
→ /, 0.4
77. CC(C)(C)[S@](=O)N1Cc2cc(C(=O)NCCN3CCCC3)nc(-c3cccc(-c4cccc(C#N)c4)c3)c2[C@@H]1CCO
→ -7.6, -0.2
